High-throughput results deposited in PubChem BioAssay by National Center for Advancing Translational Sciences (NCATS).
EPAC2 antagonist = blocks human EPAC2 exchange factor | Q8WZA2 | EPAC2 GEF exchange of Rap1B-BODIPY-GDP, fluorescence | Potency, µM (doses to about 114 µM), for inactives: at the highest dose activity, negative = inhibition, hits mostly inhibitors | 360,000 tested, 0.18% active | AID 720708; active means well fitted inhibition curve with a large enough effect; inconclusive means small, poorly fitted or top-dose-only effect; inactive means no such curve, though single readings can be large or run the other way; further: nearly all actives have a fitted effect of over 45% in size; many of its hits are not listed in these tables
Target sequence (Q8WZA2 whole entry, looked up): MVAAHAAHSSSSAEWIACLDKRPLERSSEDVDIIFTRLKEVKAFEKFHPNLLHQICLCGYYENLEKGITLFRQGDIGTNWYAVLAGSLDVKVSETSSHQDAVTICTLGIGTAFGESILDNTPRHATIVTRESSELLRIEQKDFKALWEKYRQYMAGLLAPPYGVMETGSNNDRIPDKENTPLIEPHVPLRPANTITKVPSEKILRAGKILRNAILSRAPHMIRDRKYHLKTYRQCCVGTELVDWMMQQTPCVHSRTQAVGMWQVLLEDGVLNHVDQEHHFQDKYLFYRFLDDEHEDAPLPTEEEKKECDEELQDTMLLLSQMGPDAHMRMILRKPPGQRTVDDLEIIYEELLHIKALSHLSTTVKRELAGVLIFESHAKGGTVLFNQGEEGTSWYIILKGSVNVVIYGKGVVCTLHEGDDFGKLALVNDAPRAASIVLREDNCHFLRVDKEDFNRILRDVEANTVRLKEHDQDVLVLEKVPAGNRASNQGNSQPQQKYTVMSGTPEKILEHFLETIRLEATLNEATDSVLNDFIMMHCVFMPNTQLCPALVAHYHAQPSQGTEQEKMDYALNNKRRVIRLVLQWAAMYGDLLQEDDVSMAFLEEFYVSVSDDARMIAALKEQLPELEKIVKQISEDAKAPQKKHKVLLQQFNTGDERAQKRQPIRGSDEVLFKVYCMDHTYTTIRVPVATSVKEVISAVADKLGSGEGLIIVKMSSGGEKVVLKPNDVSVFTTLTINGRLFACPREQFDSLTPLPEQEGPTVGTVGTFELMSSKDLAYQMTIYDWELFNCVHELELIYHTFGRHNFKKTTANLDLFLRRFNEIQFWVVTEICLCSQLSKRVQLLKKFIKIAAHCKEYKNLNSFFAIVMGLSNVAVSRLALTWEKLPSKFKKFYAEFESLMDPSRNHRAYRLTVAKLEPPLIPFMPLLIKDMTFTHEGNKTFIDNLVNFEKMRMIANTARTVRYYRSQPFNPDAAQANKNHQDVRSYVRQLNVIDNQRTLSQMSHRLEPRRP
Numbers without * were called inactive; ? = inconclusive; [ ] = remark or other dose. On the % scale 0 is the no-effect control and ±100 the full control effect; potency means the concentration at half of the fitted maximal effect.

Start of the data: the first 4 compounds, ahead of the listing:
SMILES	EPAC2 antagonist
Cc1ccc(S(=O)(=O)N[C@@H](C)CO)cc1	-6%
O=C(NCc1ccccc1)C(C1CC1)n1c(CSCCOc2ccccc2)nc2ccccc21 (stereo not given)	-10%
CCCCCCCCN1C(=O)[C@H](CC(=O)NCCc2ccccc2OC)C[C@@]2(C(=O)OCC)CCC=C12	?
CC(C)(C)C(C(=O)NCc1ccccc1)N1CCN(CCN2CCOCC2)CC1 (stereo not given)	7%

All compounds of this part, from the first entry:
SMILES	EPAC2 antagonist
Cc1ccc(S(=O)(=O)N[C@@H](C)CO)cc1	-6%
O=C(NCc1ccccc1)C(C1CC1)n1c(CSCCOc2ccccc2)nc2ccccc21 (stereo not given)	-10%
CCCCCCCCN1C(=O)[C@H](CC(=O)NCCc2ccccc2OC)C[C@@]2(C(=O)OCC)CCC=C12	?
CC(C)(C)C(C(=O)NCc1ccccc1)N1CCN(CCN2CCOCC2)CC1 (stereo not given)	7%
COC(=O)C1=CN(c2ccc(C(C)(C)C)cc2)C(N)=C(C#N)C1c1cccc([N+](=O)[O-])c1 (stereo not given)	-2%
O=C(NCc1ccccc1)C1C(c2ccccc2)=Nc2ccccc2N1C(=O)c1ccncc1 (stereo not given)	19%
Cc1ccc(C)c(N2CCN(C(C(=O)NC3CCCC3)c3ccco3)CC2)c1 (stereo not given)	-15%
Cc1cccc(C)c1NC(=O)C1(C)CSCC(=O)N1CCOc1ccccc1 (stereo not given)	-2%
O=C(C[C@H]1CC[C@H]2[C@@H](COC[C@@H](O)CN2C(=O)c2cnccn2)O1)NCc1ccc(Oc2ccccc2)cc1	-4%
CC(C)(C)NC(=O)C(c1cccc2ccccc12)n1c(=O)c(-c2ccccc2)nc2ccccc21 (stereo not given)	-8%
O=C(Nc1ccc2c(c1)OCCO2)C1C(c2ccccc2)=Nc2ccccc2N1C(=O)c1cccnc1 (stereo not given)	2%
COc1cc(C(=O)C(=O)N2CCN(c3ccc(C)cc3)CC2)cc2ccccc12	-11%
Cc1cccc(C)c1NC(=O)C(C1CC1)n1c(=O)c(-c2ccco2)nc2ccccc21 (stereo not given)	8%
O=C(Nc1ccc2ccccc2c1)C(c1ccccc1)n1c(=O)c(-c2cc3ccccc3[nH]2)nc2ccccc21 (stereo not given)	16%
O=C(C[C@H]1C=C[C@@H](NS(=O)(=O)c2ccccc2)[C@@H](CO)O1)NCc1ccc(Cl)c(Cl)c1	-10%
CC(C)(C)NC(=O)C(c1cc2ccccc2o1)n1c(=O)c(-c2ccco2)nc2ccccc21 (stereo not given)	-9%
CCCCNC(=O)C[C@@H]1C[C@@]2(C(=O)OC)CC(C)(C)CC=C2N(Cc2ccc3c(c2)OCO3)C1=O	-10%
C#CCNC(=O)c1cc(-c2ccccc2)sc1N	-6%
CC1(C(=O)NCc2ccccc2)CN(S(C)(=O)=O)CC(=O)N1CCCn1ccnc1 (stereo not given)	-11%
COc1ccc(C(C(=O)NCc2ccccc2)n2c(-c3ccncc3)nc3ccccc32)cc1 (stereo not given)	-2%
O=C(NC1CCCC1)C1C(c2ccc(C(F)(F)F)cc2)=Nc2ccccc2N1C(=O)c1ccco1 (stereo not given)	-13%
O=C(NC1CCCC1)C1C(c2ccccc2)=Nc2ccccc2N1C(=O)c1ccc(C(F)(F)F)cc1 (stereo not given)	-3%
CCC(C(=O)Nc1c(C)cccc1C)n1c(-c2ccc(=O)[nH]c2)nc2ccccc21 (stereo not given)	-1%
O=C(NC1CCCC1)C1C(c2ccc(C(F)(F)F)cc2)=Nc2ccccc2N1C(=O)c1cc2ccccc2[nH]1 (stereo not given)	5%
O=C(Nc1ccc(Cl)cc1)N[C@@H]1CC[C@H](CCNS(=O)(=O)c2ccccc2F)O[C@@H]1CO	?
CO[C@H]1CN(C)C(=O)c2ccc(NC(=O)C3CCC3)cc2OC[C@H](C)N(CC2CCCCC2)C[C@@H]1C	-19%
COC1=CC(=O)OC(c2cccc(Cl)c2)C1 (stereo not given)	2%
CCCCNC(=O)C1C(c2ccc(C(F)(F)F)cc2)=Nc2ccccc2N1C(=O)C1CCN(C(C)=O)CC1 (stereo not given)	-12%
CC(C)NC(=O)C1C(c2ccccc2)=Nc2ccccc2N1C(=O)c1ccc(C(F)(F)F)cc1 (stereo not given)	0%
CCOC(=O)[C@]12CCCC=C1N(Cc1ccccc1)C(=O)[C@H](CC(=O)NCc1cccc3ccccc13)C2	-4%
C#CCNC(=O)C[C@@H]1C[C@@]2(C(=O)OC)CC(C)(C)CC=C2N(Cc2cccc3ccccc23)C1=O	-17%
CCCCCCCCN1C(=O)[C@H](CC(=O)N2CCN(C(=O)OCC)CC2)C[C@@]2(C(=O)OC)CC(C)(C)CC=C12	?
CC(C)NC(=O)C1(C)CN(S(C)(=O)=O)CC(=O)N1Cc1cccc(C(F)(F)F)c1 (stereo not given)	16%
COC(=O)C[C@H]1C=C[C@@H](NC(=O)NC2CCCCC2)[C@@H](CO)O1	6%
COC(=O)[C@]12CCCCC=C1N(Cc1ccc3c(c1)OCO3)C(=O)[C@H](CC(=O)NCCCCc1ccccc1)C2	-5%
O=C(N[C@H]1C=C[C@H](CC(=O)N2CCCCC2)O[C@@H]1CO)c1cccc(F)c1	-8%
Cc1cc2c(cc1C)-n1nnnc1C(N1CCCNCC1)C(=O)N2 (stereo not given)	3%
C#CCNC(=O)C[C@@H]1C[C@@]2(C(=O)OC)CC(C)(C)CC=C2N(CCCCCCCC)C1=O	?
COC(=O)C[C@@H]1OC[C@H](C)N1S(=O)(=O)c1ccc(C)cc1	2%
CC(C)c1cc(C(=O)NCCc2cccs2)c(N)s1	-12%
COc1ccc(C(C(=O)NC(C)(C)C)n2c(COc3ccc(C)cc3)nc3ccccc32)cc1 (stereo not given)	-22%
O=C1N(Cc2ccccc2)c2ccc(Br)cc2[C@]12C[C@H](O)CO2	-16%
COC(=O)[C@@]12C[C@@H](CC(=O)NCc3ccc(C)o3)C(=O)N(CCc3ccc(OC)c(OC)c3)C1=CCC(C)(C)C2	?
COC1=CC(=O)OC(c2ccc(C#N)cc2)C1 (stereo not given)	4%
CC(C)C(C(=O)NCc1ccccc1)N(C)Cc1ccc(Cl)c(Cl)c1 (stereo not given)	-2%
CC(C)CCN1C(=O)CSCC1(C)C(=O)Nc1ccc2c(c1)OCCO2 (stereo not given)	2%
COc1ccc(NC(=O)C(c2ccc(C#N)cc2)n2c(=O)c(-c3cc4ccccc4[nH]3)nc3ccccc32)cc1 (stereo not given)	3%
O=C(NC1CCCCC1)C(c1ccccc1F)n1c(=O)c(-c2ccco2)nc2ccccc21 (stereo not given)	4%
Cc1cc(N2CCN(C(C(=O)NC3CCCC3)c3ccc(-c4ccccc4)cc3)CC2)c2ccccc2n1 (stereo not given)	4%
Cc1csc(-c2nc3ccccc3n2C(C)c2nc3ccccc3[nH]2)c1 (stereo not given)	-20%

3 entries from above, arranged by count of non-hydrogen atoms, falling:
SMILES	EPAC2 antagonist
COC(=O)[C@@]12C[C@@H](CC(=O)NCc3ccc(C)o3)C(=O)N(CCc3ccc(OC)c(OC)c3)C1=CCC(C)(C)C2	?
Cc1cc(N2CCN(C(C(=O)NC3CCCC3)c3ccc(-c4ccccc4)cc3)CC2)c2ccccc2n1 (stereo not given)	4%
COC1=CC(=O)OC(c2ccc(C#N)cc2)C1 (stereo not given)	4%

(more compounds)
SMILES	EPAC2 antagonist
CCOC1=C2CN(S(=O)(=O)c3ccc(C)cc3)C(c3cccc(Cl)c3)CC2N(S(=O)(=O)c2ccc(C)cc2)C(c2ccncc2)C1 (stereo not given)	4%
CC(=O)C[C@@H]1OC[C@H](C)N1S(=O)(=O)c1ccc(C)cc1	-7%
CCCCCCCCN1C(=O)[C@H](CC(=O)NCc2cccc(C(F)(F)F)c2)C[C@@]2(C(=O)OCC)CCC=C12	-13%
CCOC(=O)/C=C/c1cccc(C)c1O	23%
C[N+](=O)C1C(=O)Nc2ccccc21 (stereo not given)	-2%[57.1 µM]
COc1ccc(C(C(=O)NC2CCCC2)n2c(C3CCN(C(C)=O)CC3)nc3ccccc32)cc1 (stereo not given)	1%
Cc1cccc(C)c1NC(=O)C1(C)CSCC(=O)N1Cc1cccc(C(F)(F)F)c1 (stereo not given)	-8%
COCC(=O)N1C[C@@H](C)[C@@H](OC)CN(C)C(=O)c2ccc(NC(=O)c3cnccn3)cc2OC[C@H]1C	-11%
Cc1cccc(C)c1NC(=O)C(c1ccccc1F)n1c(=O)c(-c2cc3ccccc3[nH]2)nc2ccccc21 (stereo not given)	-17%
CCOC(=O)[C@]12CCCC=C1N(CCC1=CCCCC1)C(=O)[C@H](CC(=O)NCc1cccs1)C2	-6%

Reformatted as a markdown table: two of the compounds above.
| Compound | EPAC2 antagonist |
| --- | --- |
| Cc1cccc(C)c1NC(=O)C1(C)CSCC(=O)N1Cc1cccc(C(F)(F)F)c1 (stereo not given) | -8% |
| COCC(=O)N1C[C@@H](C)[C@@H](OC)CN(C)C(=O)c2ccc(NC(=O)c3cnccn3)cc2OC[C@H]1C | -11% |

(cont.)
SMILES	EPAC2 antagonist
CC(C)N1C(=O)c2ccccc2NC(=O)C1C(=O)NCc1cccc(C(F)(F)F)c1 (stereo not given)	3%
COC(=O)C[C@H]1C=C[C@H](NC(=O)Nc2ccccc2OC)[C@@H](CO)O1	-4%
N#Cc1ccc(C(C(=O)Nc2ccc3c(c2)OCCO3)n2c(=O)c(-c3ccco3)nc3ccccc32)cc1 (stereo not given)	-4%
CC1(C(=O)NCc2ccccc2)CSCC(=O)N1CCc1c[nH]c2ccccc12 (stereo not given)	-17%
Cc1nc2ccc(C(=O)N3c4ccccc4N=C(c4ccc(C(F)(F)F)cc4)C3C(=O)NC(C)(C)C)cc2[nH]1 (stereo not given)	61%[activator]
COC(=O)C[C@H]1CC[C@@H](NS(=O)(=O)c2ccc(C)cc2)[C@@H](CO)O1	2%
Cc1ccc(C(=O)Nc2c(-c3ccccc3)[nH][nH]c2=O)cc1	-23%
N#Cc1cccc(C(=O)C(=O)N2CCC(Cc3ccccc3)CC2)c1	-16%
COC(=O)C1(C(=O)OC)C[C@H](c2ccc(OC)cc2)N(Cc2ccccc2OC)[C@@H]1c1ccccc1	-11%
CC(C)(C)NC(=O)C(c1ccncc1)n1c(=O)c(-c2ccccc2)nc2ccccc21 (stereo not given)	-11%
CCCNC(=O)N1C[C@H](O)COC[C@@H]2O[C@@H](CC(=O)NCCCN3CCOCC3)CC[C@H]21	-7%
CCC(C)[C@H]1CNC(=O)C(=O)N1CCc1cccc2ccccc12 (stereo not given in full)	-7%
COC(=O)C[C@H]1C=C[C@@H](NC(=O)C2CC2)[C@@H](CO)O1	-3%
Cc1ccc(S(=O)(=O)NCc2ccccc2Br)cc1	-25%
CC(C)CNC(=O)C1C(=O)Nc2ccccc2C(=O)N1C1CCCCC1 (stereo not given)	13%
COC(=O)[C@]12CCCCC=C1N(CCc1ccc(OC)c(OC)c1)C(=O)[C@H](CC(=O)NCC1CCCCC1)C2	-7%
O=C(Nc1ccc(F)cc1)C(c1cccc(F)c1)N1CCN(Cc2c(F)cccc2Cl)CC1 (stereo not given)	0%
COC(=O)C[C@@H]1C=C[C@@H](NC(=O)Nc2cccc(F)c2)[C@@H](CO)O1	8%
CC(C(=O)NC1CCCC1)n1c(C2CC2)nc2ccccc21 (stereo not given)	2%
O=C(C[C@H]1CC[C@@H](NC(=O)Nc2ccc3c(c2)OCO3)[C@@H](CO)O1)NCc1ccccc1	4%
O=C1Nc2ccccc2-n2nnnc2C1N1CCc2ccccc2C1 (stereo not given)	6%
Cc1ccc(C(=O)N2c3ccccc3N=C(c3ccccc3)C2C(=O)NC(C)C)cc1 (stereo not given)	-28%
COc1cc(CC(=O)Nc2c(-c3ccccc3)[nH][nH]c2=O)cc(OC)c1	3%
CCCCNC(=O)C(NC(=O)c1ccc2ccccc2c1)C(=O)c1ccccc1 (stereo not given)	5%
CN(C)C(=O)C[C@@H]1CC[C@@H](NC(=O)C2CCC2)[C@@H](CO)O1	4%
Cc1ccc([N+](=O)[O-])cc1CN1CCN(c2ncc(Cc3ccccc3)cn2)CC1	13%
CO[C@@H]1CN(C)C(=O)c2ccc(NC(=O)c3ccccc3F)cc2OC[C@@H](C)N(CC2CCOCC2)C[C@@H]1C	2%
CC(C)NC(=O)C1(C)CN(S(C)(=O)=O)CC(=O)N1CCc1ccccc1 (stereo not given)	2%
COC(=O)C1=CN(c2ccc(OC)cc2OC)C(N)=C(C#N)C1c1cccc([N+](=O)[O-])c1 (stereo not given)	-21%
O=C(C(=O)N1CCN(c2ccncc2)CC1)c1cccc(Br)c1	3%
Nc1nc2ccc(Cl)cc2cc1C(=O)NCCc1ccc(Cl)cc1Cl	6%
CC(C)(C)NC(=O)C(c1ccnc2ccccc12)n1c(=O)c(-c2ccccc2)nc2ccccc21 (stereo not given)	0%
O=C(NCc1ccccc1)C(c1ccc(-c2ccccc2)cc1)n1c(=O)c(-c2ccco2)nc2ccccc21 (stereo not given)	3%
CC(C)OC1=CC(=O)OC(c2cccc(Cl)c2)C1 (stereo not given)	-3%
COC(=O)c1sc(NC(=O)OCc2ccccc2)nc1CCNC(=O)OC(C)(C)C	10%
CC(C)NC(=O)C1C(c2ccc(C(F)(F)F)cc2)=Nc2ccccc2N1C(=O)c1cc2ccccc2[nH]1 (stereo not given)	-12%
Cc1cccc(C)c1NC(=O)C1(C)CSCC(=O)N1CCCn1ccnc1 (stereo not given)	18%
COC(=O)C1=CN(c2c(C)cc(C)cc2C)C(N)=C(C#N)C1c1ccccc1 (stereo not given)	?
CN1CCN(C(=O)C[C@H]2CC[C@H]3[C@@H](COC[C@@H](O)CN3Cc3cccc(F)c3)O2)CC1	10%
COC(=O)[C@@]12C[C@@H](CC(=O)NCc3ccccc3)C(=O)N(Cc3cccc4ccccc34)C1=CCC(C)(C)C2	1%

A portion of the library; count on the stated rates, not on these rows.
